Y pestis TopoI: blocks Yersinia pestis topoisomerase I activity; Y. pestis Topo-I cleavage product accumulation, plate reader; activity, % at 10 µM; 0.064% of 360,000 active; AID 504884; in the data active = activity above about 50%, passing the limit was not always enough; inconclusive = no clear call, values can overlap the other calls; note: inactives centre near 2
CCHF vOTU inh: blocks the CCHF virus ovarian tumor domain protease; CCHFV vOTU protease, Pep-AMC fluorescence; inhibition, % at 11.5 µM; 0.55% of 370,000 active; AID 651958; in the data active = inhibition above about 30%; note: 0% = vehicle wells with enzyme and 100% = no enzyme wells
BoNT-A LC inh2: blocks Botulinum neurotoxin A light chain protease | multiplex microsphere protease substrate cleavage, flow cytometry | 0.17% of 360,000 active | inhibition, % at 10 µM; note: plate controls were buffer without enzyme for full effect and enzyme alone for no effect
BoNT-F LC inh: BoNT F light chain protease inhibition; Multiplex microsphere protease cleavage assay, flow cytometry; inhibition, % at 10 µM; 0.22% of 360,000 active; AID 588497; in the data active = inhibition above about 35%, passing the limit was not always enough; inconclusive = no clear call, values can overlap the other calls; note: plate controls were buffer without enzyme for full effect and enzyme alone for no effect
Anthrax LF prot: inhibitors of Bacillus anthracis lethal factor protease. 0.12% of 360,000 active. inhibition, % at 10 µM. AID 588501. multiplex microsphere protease cleavage assay, LF. P15917; note: plate controls were buffer without enzyme for full effect and enzyme alone for no effect
Target sequence (P15917 whole entry, looked up): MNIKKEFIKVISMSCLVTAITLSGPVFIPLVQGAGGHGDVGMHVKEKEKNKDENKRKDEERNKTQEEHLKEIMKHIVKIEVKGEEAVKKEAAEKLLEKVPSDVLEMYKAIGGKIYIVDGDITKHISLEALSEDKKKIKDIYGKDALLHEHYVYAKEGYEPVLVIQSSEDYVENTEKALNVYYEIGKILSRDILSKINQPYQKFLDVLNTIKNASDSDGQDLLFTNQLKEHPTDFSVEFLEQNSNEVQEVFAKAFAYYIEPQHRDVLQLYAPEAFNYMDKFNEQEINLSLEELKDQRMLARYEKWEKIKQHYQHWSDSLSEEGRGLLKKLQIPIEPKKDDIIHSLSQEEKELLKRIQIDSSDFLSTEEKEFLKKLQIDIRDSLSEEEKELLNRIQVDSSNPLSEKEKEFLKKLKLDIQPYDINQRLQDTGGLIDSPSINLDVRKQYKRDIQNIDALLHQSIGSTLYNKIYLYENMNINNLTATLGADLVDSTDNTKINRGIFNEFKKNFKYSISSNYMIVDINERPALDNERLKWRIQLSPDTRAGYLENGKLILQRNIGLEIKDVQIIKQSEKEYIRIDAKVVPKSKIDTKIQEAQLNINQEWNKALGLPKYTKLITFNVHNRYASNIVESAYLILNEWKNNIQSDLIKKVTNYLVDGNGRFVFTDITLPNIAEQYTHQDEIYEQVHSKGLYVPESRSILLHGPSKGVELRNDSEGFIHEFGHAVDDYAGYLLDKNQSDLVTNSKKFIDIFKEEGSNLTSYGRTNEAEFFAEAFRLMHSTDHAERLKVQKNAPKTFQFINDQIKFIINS
PfHsp40 yeast: rescue of PfHsp40-mediated yeast toxicity | S. cerevisiae expressing PfHsp40, growth rescue, ATP luminescence | growth rescue, % at 12.5 µM | 0.68% of 340,000 active; in the data active = growth rescue above about 28%, passing the limit was not always enough; inconclusive = no clear call, values can overlap the other calls;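 note: yeast W303a lacking pdr1 and pdr3 grown in galactose medium; growth measured after three days at 30 °C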
FadD28 FP inh: M. tuberculosis FadD28 bisubstrate binding inhibition; FadD28 bisubstrate probe binding, fluorescence polarization; inhibition, % at 12.5 µM; 0.22% of 360,000 active; AID 588549; in the data active = inhibition above about 8.5%, passing the limit was not always enough; inconclusive = no clear call, values can overlap the other calls
PrPC TRFRET: reduces human prion protein on the cell surface | inhibition, % at 13.8 µM | cell surface PrPC, TR-FRET read-out | 0.43% of 370,000 active | P04156; in the data active = inhibition above about 24%; note: 0% = median of the test wells and 100% = reference compound wells
TcdB inh: blocks C. difficile toxin B glycohydrolase activity; TcdB glycohydrolase enzymatic assay, plate reader; inhibition, % at 9.99 µM; 0.24% of 350,000 active; in the data active = inhibition above about 10%
The depositor's hits bear a star; ? = inconclusive; . = no result given. Cut-off read from the data, not from the text of the source, unless noted: active = inhibition above about 30%; inconclusive = no clear call, values can overlap the other calls; inactive = below that.

Field names: A = Y pestis TopoI; B = CCHF vOTU inh; C = BoNT-A LC inh2; D = BoNT-F LC inh; E = Anthrax LF prot; F = PfHsp40 yeast; G = FadD28 FP inh; H = PrPC TRFRET; I = TcdB inh
CCOC(=O)c1cc2c(=O)n3ccccc3nc2n(Cc2ccco2)c1=NC(=O)c1ccc(OC)cc1OC
  A: 1; B: -326; C: 3.2; D: -3; E: 0; F: -0.6; G: -5.1; H: -28; I: 2.1

COC(=O)C[C@H]1c2cc(C(F)(F)F)ccc2S(=O)(=O)N1Cc1ccccc1OC
  A: 19; B: 1; C: -0.7; D: -3; E: -6; F: 0.0; G: -2.4; H: 4; I: 1.5

Cc1nn(CC(=O)NCCC2=CCCCC2)c(C)c1S(=O)(=O)N(C)C
  A: 10; B: -5; C: 0.9; D: 5; E: 5; F: 0.8; G: -0.4; H: -5; I: 1.9

O=C(CN1CCCCCC1)NCCN1C(=O)S/C(=C\c2ccccc2Cl)C1=O
  A: 11; B: 8; C: 0.7; D: 3; E: -3; F: -1.5; G: -3.1; H: -9; I: 1.0

C=CCSc1nnc(NC(=O)c2c(CC)noc2C)s1
  A: 1; B: -4; C: -5.7; D: -9; E: -3; F: -0.6; G: -3.6; H: 4; I: 1.2

CC1CCCN(C(=O)C(=O)Nc2ccc3nc4n(c(=O)c3c2)CCCCC4)C1 (stereo not drawn)
  A: 12; B: -5; C: -1.2; D: -3; E: -11; F: 0.0; G: 1.0; H: 2; I: 1.5

CC(=O)NC(c1ccccc1)c1cc([N+](=O)[O-])c2cccnc2c1O (stereo not drawn)
  A: 1; B: 25; C: -2.1; D: -8; E: -4; F: 2.3; G: 3.8; H: -8; I: 6.2

Cc1ccc(C(=O)NCc2ccc3c(c2)OCO3)o1
  A: 5; B: -8; C: -3.0; D: -33; E: 11; F: -0.7; G: 2.0; H: -3; I: 0.6

Cc1cc(C)nc(NS(=O)(=O)c2ccc(CC(C)C)cc2)c1
  A: 13; B: -6; C: 0.0; D: -4; E: 2; F: -0.7; G: 1.4; H: -2; I: -3.2

CNc1nc(C)nc(-c2ccccc2O)n1
  A: 2; B: 2; C: -0.3; D: -5; E: -7; F: 0.4; G: -3.9; H: -9; I: 1.8

CC(C)OC(=O)/C(C#N)=C\c1cccnc1
  A: -11; B: -1; C: 0.7; D: 1; E: -6; F: 0.7; G: -4.0; H: 14; I: -1.6

CC(=O)c1ccc(NC(=S)NC(=O)Cc2ccc(Cl)cc2)cc1
  A: 2; B: 3; C: -1.8; D: 1; E: -10; F: 0.4; G: 1.9; H: 7; I: 1.0

COc1ccc(-c2cc(C(F)(F)F)nc(SCC(=O)Nc3ccc4c(c3)OCO4)n2)cc1
  A: 14; B: 4; C: -1.0; D: 2; E: -1; F: -2.2; G: -0.6; H: -2; I: .

c1cncc(CNc2nc(N3CCOCC3)nc(N3CCOCC3)n2)c1
  A: 0; B: 0; C: 1.8; D: 11; E: 1; F: 7.8; G: 0.6; H: 0; I: 0.5

CC1(C)Cc2c(C#N)c(SCCO)nc(N3CCOCC3)c2CO1
  A: 0; B: -14; C: -0.7; D: 20; E: 19; F: -0.3; G: -2.5; H: -1; I: 1.1

COc1ccc(C(c2oc(CO)cc(=O)c2O)c2oc(CO)cc(=O)c2O)cc1
  A: -6; B: -14; C: -0.1; D: 1; E: -3; F: 24; G: -2.7; H: 5; I: -12

C/C(=N\N1CCCCC1c1cccnc1)c1c(O)n(C2CCCCC2)c(=S)[nH]c1=O (stereo not drawn)
  A: 28; B: -4; C: 0.7; D: 0; E: 0; F: 1.2; G: -2.9; H: 7; I: .

O=C1c2ccccc2C(=O)N1c1nc2nccc(-c3ccccc3)n2n1
  A: 2; B: -4; C: -0.6; D: -3; E: -6; F: 0.6; G: -1.2; H: -2; I: .

Brc1ccc(CN2CCNCC2)s1
  A: 4; B: 7; C: -0.1; D: 7; E: 2; F: 0.5; G: -3.7; H: 6; I: .

Cc1noc(C)c1S(=O)(=O)N(CC(=O)NC1CCCC1)c1ccc(C(C)C)cc1
  A: -2; B: 6; C: -1.6; D: -3; E: 2; F: -1.2; G: -4.1; H: -2; I: 2.0

O=C(NC(=S)N1CCN(Cc2ccccc2)CC1)c1ccco1
  A: 6; B: -3; C: -0.7; D: 0; E: 0; F: 0.4; G: -4.9; H: 9; I: -0.2

CCOC(=O)c1c(C)oc2c1cc(O)c1ccccc12
  A: -4; B: 12; C: 0.1; D: -7; E: -3; F: -1.0; G: -0.4; H: -5; I: .

COc1ccc(NC(=O)c2cncc(Br)c2)cc1S(N)(=O)=O
  A: -2; B: 0; C: -0.3; D: -4; E: 0; F: 2.6; G: -3.5; H: 5; I: 1.2

Cc1ccc(S(=O)(=O)N2CCCC(C(=O)NC3CC3)C2)cc1 (stereo not drawn)
  A: 6; B: 13; C: 0.4; D: 3; E: 0; F: -0.6; G: .; H: 1; I: -4.5

O=C(OC(C(=O)NCc1ccc2c(c1)OCO2)c1ccc(Cl)cc1)c1ccco1 (stereo not drawn)
  A: 43; B: -21; C: 1.0; D: 2; E: -8; F: 6.8; G: -1.8; H: 0; I: .

CCN(CC(=O)Nc1ccc(NC(C)=O)cc1)C(=O)c1ccc(S(=O)(=O)N2CCCC2)cc1
  A: -4; B: 10; C: -0.4; D: 2; E: -12; F: -0.1; G: -1.4; H: 1; I: 3.6

COc1ccccc1-c1c(C)nn2c(N)c(-c3ccc(Cl)cc3)cnc12
  A: -6; B: 1; C: -3.2; D: -15; E: -9; F: -0.9; G: -0.4; H: -2; I: 1.6

COc1ccc(NC(=O)COc2ccc3c(c2)OCO3)cc1
  A: 5; B: 12; C: -0.5; D: -14; E: -2; F: -0.2; G: -1.2; H: 7; I: 2.4

CCN(CC)C(=O)CSc1nc2ncc(Br)cc2[nH]1
  A: 0; B: 22; C: -0.5; D: 2; E: 2; F: 0.3; G: -3.7; H: 4; I: .

Cc1cc(Br)cn2c(Cc3ccccc3C(F)(F)F)c(-c3cccc(Br)c3)nc12
  A: .; B: 23; C: 1.1; D: -2; E: -7; F: .; G: .; H: 2; I: 0.7

(listing goes on)
canonical_smiles	Y pestis TopoI	CCHF vOTU inh	BoNT-A LC inh2	BoNT-F LC inh	Anthrax LF prot	PfHsp40 yeast	FadD28 FP inh	PrPC TRFRET	TcdB inh
Cc1ccc(S(=O)(=O)N2CCCCC2)cc1NC(=O)c1ccco1	-4	11	-0.2	-4	0	.	0.5	13	-0.1
CCOc1ccccc1N1CC(C(=O)N2CCOCC2)CC1=O (stereo not drawn)	-10	6	-1.2	-6	-4	-0.7	.	-2	0.1
COc1ccc(-c2nnc(N3CCOCC3)c3ccccc23)cc1	13	-2	3.7	3	-7	-1.4	-2.2	-9	-0.5
CCC(=O)c1cn(CC(=O)OC)c2ccccc12	0	-4	-0.4	-2	4	-0.4	0.1	-2	.
Cc1ccc(C(c2nnnn2C2CCCC2)N2CCN3CCCC3C2)cc1 (stereo not drawn)	-3	5	-0.3	11	0	-0.4	-2.4	2	.
CCC(CC)C(=O)c1c[nH]c(C(=O)NCc2ccc(F)cc2)c1	3	15	0.6	-7	12	-1.4	-0.4	7	0.9
CC(=O)c1cnc(Nc2nc(C)c3ccc(C)cc3n2)nc1C	5	-3	-0.7	10	6	-0.1	-0.9	1	.
CC(NC(=O)COC(=O)/C=C/c1ccco1)c1ccccc1 (stereo not drawn)	6	-11	-0.5	5	-3	-0.5	-1.7	-9	-0.9
CSc1nc(C)cc(Oc2ccc(OCC(N)=O)nn2)n1	2	-3	-0.1	-4	0	-0.8	-4.3	1	0.6
O=C(CCCc1c[nH]c2ccccc12)NCc1ccccc1F	6	10	0.2	-5	-4	-0.3	-2.6	1	1.3
Cc1cccc(Oc2nc(-c3ccccc3)cc(C)c2S(C)(=O)=O)c1C	3	6	0.0	-5	0	1.1	0.8	3	.
COc1ccc(NC(=O)c2cccc(S(=O)(=O)N3CCCC3)c2)cc1OC	-6	2	1.3	-2	0	0.4	.	4	-0.6
CCCN1CC(=O)N2Cc3[nH]c4ccccc4c3C[C@H]2C1=O	1	6	-1.6	-8	-1	-0.8	.	-24	0.5
Cc1ccsc1-c1nc(CSCC(=O)NCc2ccc3c(c2)OCO3)c(C)o1	37	9	0.5	0	-2	-1.6	-4.1	8	0.4
NNC(=O)c1ccc(CSc2n[nH]c(=O)[nH]c2=O)cc1	7	-4	1.1	-7	-8	-0.2	0.6	-3	-1.1
Cn1c(=O)c2c([nH]c(=S)n2CCCc2ccccc2)n(C)c1=O	6	-2	0.3	28	-5	0.3	-3.2	5	9.1
CC(Cc1cccs1)NC(=O)Nc1ccc(F)cc1 (stereo not drawn)	-4	11	0.5	3	1	-2.1	-3.1	2	.
Cc1ccc(S(=O)(=O)N(C)C)cc1NC(=O)C(C)OC(=O)c1ccc2c(=O)n3c(nc2c1)CCC3 (stereo not drawn)	11	-5	-0.4	3	-4	1.2	-1.4	3	1.2
CCCCCN(C(=O)CCC(=O)OCC(=O)N(C)Cc1ccccc1C)c1c(N)n(CCCC)c(=O)[nH]c1=O	17	-2	4.8	0	-8	1.6	0.1	4	-0.8
Cc1noc(NS(=O)(=O)c2ccc(NC(=O)c3cc(-c4ccccc4Cl)nc4ccccc34)cc2)c1C	7	16	0.2	-4	5	3.9	-1.6	-4	2.6
Clc1ccc(CN2CCNCC2)cc1	9	-8	-4.8	-27	0	-1.2	0.9	-3	0.5
COc1ccc(OC)c(NC(=O)CCCNC(=O)Cn2cnc3sc(C)c(C)c3c2=O)c1	-11	15	0.5	-7	0	-1.5	-0.1	2	-1.1
COc1cc(NC(=O)C2(C)CCCN2C)cc(OC)c1OC (stereo not drawn)	4	7	0.1	0	2	.	-1.1	0	-5.2
COC(=O)c1cc(C)cc(=O)o1	-8	14	-0.2	?	13	-1.3	-1.8	-3	-1.0
Cn1cnnc1SCC(=O)Nc1ccc2nc(SCc3ccccc3F)sc2c1	11	6	1.2	-1	5	1.5	-12	4	0.7
O=C(NCCc1ccc(Cl)cc1)C1CC(=O)N(C2CCCCC2)C1 (stereo not drawn)	6	8	-0.6	-8	-8	-0.5	-1.5	3	-1.8
Cc1ccc2cc(CN(CC3CCCO3)S(=O)(=O)c3cccc4nsnc34)c(=O)[nH]c2c1 (stereo not drawn)	6	-8	1.2	1	-2	-0.4	-0.5	-12	.
CCOC(=O)N1CCN(c2nc(SC)nc3sc4c(c23)CC(C)(C)OC4)CC1	-1	3	0.8	-5	-17	-1.6	-2.6	-7	.

Structural class: the entries above containing an NH in an aromatic ring (9)
canonical_smiles	Y pestis TopoI	CCHF vOTU inh	BoNT-A LC inh2	BoNT-F LC inh	Anthrax LF prot	PfHsp40 yeast	FadD28 FP inh	PrPC TRFRET	TcdB inh
C/C(=N\N1CCCCC1c1cccnc1)c1c(O)n(C2CCCCC2)c(=S)[nH]c1=O (stereo not drawn)	28	-4	0.7	0	0	1.2	-2.9	7	.
CCN(CC)C(=O)CSc1nc2ncc(Br)cc2[nH]1	0	22	-0.5	2	2	0.3	-3.7	4	.
CCC(CC)C(=O)c1c[nH]c(C(=O)NCc2ccc(F)cc2)c1	3	15	0.6	-7	12	-1.4	-0.4	7	0.9
O=C(CCCc1c[nH]c2ccccc12)NCc1ccccc1F	6	10	0.2	-5	-4	-0.3	-2.6	1	1.3
CCCN1CC(=O)N2Cc3[nH]c4ccccc4c3C[C@H]2C1=O	1	6	-1.6	-8	-1	-0.8	.	-24	0.5
NNC(=O)c1ccc(CSc2n[nH]c(=O)[nH]c2=O)cc1	7	-4	1.1	-7	-8	-0.2	0.6	-3	-1.1
Cn1c(=O)c2c([nH]c(=S)n2CCCc2ccccc2)n(C)c1=O	6	-2	0.3	28	-5	0.3	-3.2	5	9.1
CCCCCN(C(=O)CCC(=O)OCC(=O)N(C)Cc1ccccc1C)c1c(N)n(CCCC)c(=O)[nH]c1=O	17	-2	4.8	0	-8	1.6	0.1	4	-0.8
Cc1ccc2cc(CN(CC3CCCO3)S(=O)(=O)c3cccc4nsnc34)c(=O)[nH]c2c1 (stereo not drawn)	6	-8	1.2	1	-2	-0.4	-0.5	-12	.

Assay outcomes as filed in PubChem BioAssay.

An unsorted share of the library. Share with any hit: about 2.3%.
